# Compound activity from PubChem BioAssay.
# SKN-1 block = inhibitors of C. elegans SKN-1; C. elegans VP596 Pgst-4::GFP/RFP ratio, acrylamide-induced, 24 h; inhibition, % at 21.8 µM; 360,000 compounds, 0.49% hits;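 active means interference check ratio from 0.5 to 1.5 plus GFP to RFP signal ratio inhibition reaching or exceeding a fixed threshold, cut at about 30% in these data, passing the limit was not always enough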; further: some compounds called inactive have numbers as strong as hits
# PABP1 MLLE inh = blocks PAM2 peptide binding to the PABP1 MLLE domain | P11940 | AID 588489 | GST-MLLE / FITC-PAM2 fluorescence polarization | inhibition, % at 20 µM | 360,000 compounds, 0.36% hits; in the data active means inhibition above about 35%, passing the limit was not always enough;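 further: plate controls were DMSO wells with GST-MLLE for no effect and wells lacking GST-MLLE protein for full effect; some results filed as inactive read as strong as hits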
# FAS TE block = inhibitors of human fatty acid synthase thioesterase domain; P49327; recombinant FAS-TE, OMFH fluorogenic substrate, fluorescence endpoint; inhibition, % at 15 µM; 360,000 compounds, 0.67% hits;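 active means compounds whose normalised, plate-corrected inhibition of enzyme fluorescence in the single-dose primary screen is 50% or more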;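 further: 0% = DMSO with enzyme and 100% = substrate without enzyme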
# eLon inh = inhibits E. coli Lon protease; inhibition, % at 7.94 µM; purified E. coli Lon protease, fluorescence polarization; 360,000 compounds, 0.42% hits; P0A9M0; in the data active means inhibition above about 13%, passing the limit was not always enough;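 further: 0% = enzyme with probe and DMSO and 100% = no enzyme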
# CendR NRP1 mod = alters CendR peptide binding to human NRP-1; inhibition, % at 25 µM; 360,000 compounds, 0.85% hits; O14786; FAM-RPARPAR peptide binding to NRP-1, fluorescence polarization;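 active means inhibition or corrected inhibition above about 18%, plus a signal ratio from 0.5 to 1.5, limit read from the data, passing the limit was not always enough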; further: strong numbers were not always called active
# Neddylation inh = inhibitors of human cullin neddylation; P61081+Q13564; TR-FRET cullin neddylation, biochemical; calls only at 25 µM; 360,000 compounds, 0.58% hits; AID 651699; in the data active means inhibition above about 36%
# Target sequence (P61081 whole entry, looked up): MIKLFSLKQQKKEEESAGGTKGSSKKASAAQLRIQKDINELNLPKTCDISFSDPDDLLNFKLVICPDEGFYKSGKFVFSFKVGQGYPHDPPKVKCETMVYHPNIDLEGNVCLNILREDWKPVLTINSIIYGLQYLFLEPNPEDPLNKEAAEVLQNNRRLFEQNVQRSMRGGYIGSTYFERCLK
# Target sequence (Q13564 whole entry, looked up): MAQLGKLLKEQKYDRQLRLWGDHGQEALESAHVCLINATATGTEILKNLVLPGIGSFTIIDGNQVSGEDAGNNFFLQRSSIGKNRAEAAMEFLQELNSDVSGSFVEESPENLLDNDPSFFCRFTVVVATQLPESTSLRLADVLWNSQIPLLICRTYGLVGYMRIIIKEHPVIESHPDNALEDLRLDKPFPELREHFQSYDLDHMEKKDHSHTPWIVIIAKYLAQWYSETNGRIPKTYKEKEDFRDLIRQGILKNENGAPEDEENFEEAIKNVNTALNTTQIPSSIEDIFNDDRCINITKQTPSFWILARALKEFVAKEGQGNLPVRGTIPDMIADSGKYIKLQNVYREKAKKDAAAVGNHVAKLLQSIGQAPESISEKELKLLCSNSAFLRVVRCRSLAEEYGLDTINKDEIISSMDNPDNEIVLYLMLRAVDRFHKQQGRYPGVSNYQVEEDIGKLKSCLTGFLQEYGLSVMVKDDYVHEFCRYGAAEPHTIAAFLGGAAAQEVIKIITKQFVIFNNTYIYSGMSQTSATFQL
# Rin1 Abl inh = blocks binding of human Rin1 to Abl | P00519+Q13671 | TR-FRET Rin1/Abl binding, biochemical | inhibition, % at 7.35 µM | 360,000 compounds, 0.4% hits | AID 588664; in the data active means inhibition above about 5%, passing the limit was not always enough
# MT1-MMP act inh = MT1-MMP (human) activation inhibition; P50281; HT1080 RFP-PRO-GFP cells, GFP/RFP ratio fluorescence, overnight; percent of plate control window, DMSO zero; GFP/RFP ratio change, % at 20 µM; 360,000 compounds, 0.061% hits;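 active means GFP/RFP ratio change of at least 30% with cell ATP level not reduced by more than half and red fluorescence within 50% of control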; further: strong numbers were not always called active
#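 Test system: HT1080 cells expressing an RFP-PRO-GFP fluorescent reporter construct / Compound dosing: single-point 20 µM compound, 1% DMSO / Schedule: cells overnight before dosing, compound overnight, 37 °C, 5% CO2 / Evaluation: GFP/RFP fluorescence ratio / Control set: DMSO and RFP-L50D-GFP cell wells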
# MsrA act = activators of bovine methionine sulfoxide reductase A | AID 602163 | 360,000 compounds, 0.3% hits | activation, % at 10.6 µM | purified bovine MsrA, absorbance read-out; in the data active means activation above about 7.5%;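 further: 0% = vehicle and 100% = reference activator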
# * hit, by the source's call; i = inactive; · = not tested or not shown.
entry | SMILES | SKN-1 block | PABP1 MLLE inh | FAS TE block | eLon inh | CendR NRP1 mod
1 | C=CCn1c(SCC(=O)Nc2ccccc2)nnc1-c1cccc(S(=O)(=O)N2CCOCC2)c1 | -11 | -5 | -5 | 0 | 3
2 | Cc1cc(C)nc(SCc2ccc(C(=O)N/N=C3\CCCC(=O)C3)cc2)n1 | -4 | 4 | -5 | 23* | -6
3 | CC1CCCCC1NC(=O)C1CCN(C(=O)NC2CCCCC2)CC1 (configuration not stated) | 5 | -1 | -6 | 5 | 3
4 | CCN1C(=O)/C(=C2\C=Cc3cc(C)ccc3N2CC)OC1=S | 35* | 18 | -1 | -12 | -34
5 | CN(C)CCNC(=O)Cn1ccc2cc(S(=O)(=O)N3CCCCCC3)ccc21 | 8 | -2 | -4 | -3 | -4
6 | COc1ccc(S(=O)(=O)N(C)C[C@H]2Oc3ccc(NC(=O)CCC(F)(F)F)cc3C(=O)N([C@H](C)CO)C[C@@H]2C)cc1 | -3 | 9 | -7 | -9 | 7
7 | CC(O)(CS(=O)(=O)Cc1ccc(Cl)cc1)C(=O)Nc1cccc(C(F)(F)F)c1 (configuration not stated) | 7 | 5 | 6 | 5 | 17
8 | CC(C)(C)OC(=O)[C@H](Cc1ccccc1)NC(=O)c1nc[nH]c1C(=O)N1CCN(C(=O)OC(C)(C)C)CC1 | -1 | 14 | 0 | 3 | 27*
9 | Cc1ccc(NC(=O)c2cnc(SCC(=O)NCC3CCCO3)n(C)c2=O)cc1 (configuration not stated) | 10 | 24 | 1 | -3 | 8
10 | Cn1c(=O)c2sccc2n2c(CCCC(=O)N3CCN(c4ccccn4)CC3)nnc12 | 4 | 2 | 2 | 1 | 2

entry | Neddylation inh | Rin1 Abl inh | MT1-MMP act inh | MsrA act
1 | i | -2 | 0 | -4
2 | i | 3 | -4 | 0
3 | i | 1 | -2 | -1
4 | i | -3 | -2 | -2
5 | i | 1 | -3 | -3
6 | i | 16* | 2 | -1
7 | i | -4 | 10 | -2
8 | i | 0 | 8 | 2
9 | i | -1 | 6 | -1
10 | i | 6 | -4 | -1

# Remaining list, next part:
entry | SMILES | SKN-1 block | PABP1 MLLE inh | FAS TE block | eLon inh | CendR NRP1 mod
11 | CCn1cc[n+](C)c1P(c1ccccc1)c1ccccc1 | 5 | 27 | 0 | -8 | 2
12 | CC(=O)Nc1c(O)nc(SCc2ccc(Cl)cc2)[nH]c1=O | 2 | 4 | -4 | 0 | -2
13 | COc1ccc(C(=O)Nc2ccc(N3CCCC3)cc2)cc1Br | 4 | -34 | 5 | 2 | -12
14 | COCCCNC(=O)Cn1c(=O)n(Cc2ccc(F)cc2)c(=O)c2sccc21 | 2 | 3 | 4 | 9 | -3
15 | Cc1ccc(S(=O)(=O)n2[nH]c(=O)cc2N)cc1 | 5 | -3 | -10 | 0 | 11
16 | CC(C)(CCl)C(=O)Nc1ccc(Sc2ccc(F)cc2)cc1 | 9 | 6 | 26 | -2 | 0
17 | Cc1cccc(OCCCC(=O)Nc2ccc3c(c2)OCO3)c1 | 2 | 3 | 2 | 0 | 13
18 | O=C(NN=Cc1ccc([N+](=O)[O-])cc1)c1ccncc1 | 1 | -12 | 0 | -1 | 1
19 | COc1ccc(CCNC(=O)C(=O)NCc2ccccn2)cc1 | 13 | -6 | -3 | 2 | 7
20 | O=C(O)CC(C(=O)Nc1ccc(F)cc1)C1CCCO1 (configuration not stated) | -1 | -4 | -6 | 10 | 4

entry | Neddylation inh | Rin1 Abl inh | MT1-MMP act inh | MsrA act
11 | i | 5 | -7 | -5
12 | i | -2 | -5 | -4
13 | i | -3 | 2 | 0
14 | i | 2 | · | -12
15 | i | 0 | 2 | -8
16 | i | 1 | 3 | -1
17 | i | 1 | 7 | -1
18 | i | -2 | 4 | -2
19 | i | 3 | 0 | -1
20 | i | 0 | -2 | 0

# Next part.
entry | SMILES | SKN-1 block | PABP1 MLLE inh | FAS TE block | eLon inh | CendR NRP1 mod
21 | CC(C)(C)NC(=O)C(c1cccnc1)N(C(=O)c1ccc(Cl)nc1)C1CCCC1 (configuration not stated) | -8 | 4 | -1 | 8 | -3
22 | CCOC(=O)C1(Cc2cccc(Cl)c2)CCCN(C(=O)c2cccc(C)n2)C1 (configuration not stated) | -4 | 4 | -2 | -7 | 4
23 | COc1ccc(Cl)cc1NC(=O)CN1CCC(NC(=O)C2CC2)CC1 | 1 | 7 | -4 | 6 | 3
24 | O=C(NNC1CC(=O)N(c2ccc(F)cc2)C1=O)c1cccnc1 (configuration not stated) | 1 | 17 | -6 | -3 | 9
25 | CCCN(CCC)CCNc1c(NC2CCN(C(=O)OCC)CC2)c(=O)c1=O | 21 | -13 | 0 | 7 | -6
26 | CC(=O)N1CCCc2cc(S(=O)(=O)N3CCc4ccccc4C3)ccc21 | 26 | 1 | 3 | 3 | 6
27 | CCC(C)C1/C=C\CC(NC(=O)OCC2c3ccccc3-c3ccccc32)CC(=O)N1Cc1ccccc1 (configuration not stated) | 22 | -5 | 17 | -3 | -15
28 | Cc1cc(NC(=O)c2ccc3[nH]c(C)c(C)c3c2)ccn1 | 20 | -35 | -1 | 0 | -7
29 | Cc1ccc(NS(=O)(=O)c2ccc3c(c2)NC(=O)C(C)C(=O)N3)c(Cl)c1 (configuration not stated) | 5 | 10 | -13 | -8 | -4
30 | CCOC(=O)C1=C(C)Nc2ccccc2N=C1NC(=O)Cc1ccc(Cl)c(Cl)c1 | 4 | -6 | 2 | 0 | 1

entry | Neddylation inh | Rin1 Abl inh | MT1-MMP act inh | MsrA act
21 | i | -3 | 1 | -7
22 | i | -2 | -6 | 0
23 | i | 5 | -1 | -12
24 | i | 0 | 3 | -6
25 | i | -6 | 3 | -1
26 | i | 0 | 0 | 0
27 | i | -3 | -9 | -1
28 | i | -4 | 12 | -1
29 | i | 0 | -4 | 1
30 | i | 2 | -4 | -9

# The listing continues.
entry | SMILES | SKN-1 block | PABP1 MLLE inh | FAS TE block | eLon inh | CendR NRP1 mod
31 | O=C(CCn1c(=S)[nH]c2ccccc2c1=O)Nc1ccc(F)cc1 | 6 | -93 | -2 | -10 | 2
32 | Cc1ccc2nsnc2c1NC(=O)c1ccc([N+](=O)[O-])o1 | -14 | 4 | -4 | 0 | 1
33 | CCN(c1ccccc1)S(=O)(=O)c1cccc(C(=O)OCc2nc3sc(C)c(C)c3c(=O)[nH]2)c1 | -4 | -10 | 52* | 4 | -5
34 | CCCCn1c(SCC(=O)N(C)C2CCS(=O)(=O)C2)nc2cc(S(N)(=O)=O)ccc21 (configuration not stated) | 18 | -16 | -4 | 0 | -8
35 | CCOc1ccc(C2=CC(=O)C[C@H](c3ccc(OC)cc3)C2)cc1 | 0 | 4 | 24 | 11 | 10
36 | CC(C)OCCCNC(=O)CN1C(=O)COc2ccc(S(=O)(=O)N3CCCCCC3)cc21 | 7 | 12 | -4 | 1 | -2
37 | O=C1NC(=O)C2(CCCc3c([N+](=O)[O-])cccc32)N1 (configuration not stated) | -3 | -8 | -6 | -4 | -8
38 | CC1CC1C(=O)OCC(=O)Nc1cccc([N+](=O)[O-])c1 (configuration not stated) | -5 | -1 | 11 | 3 | 13
39 | CN(C(=O)COC(=O)c1ccc(S(=O)(=O)N2CCCC2)cc1)c1ccccc1 | -7 | -3 | -2 | -28 | 8
40 | CNS(=O)(=O)c1cc(-c2nnc(N3CCOCC3)c3ccccc23)ccc1C | -1 | -5 | 1 | 2 | -8

entry | Neddylation inh | Rin1 Abl inh | MT1-MMP act inh | MsrA act
31 | i | -2 | 3 | -2
32 | i | -5 | 1 | 1
33 | i | 1 | 0 | -13
34 | i | -2 | -2 | 3
35 | i | 0 | 1 | -4
36 | i | -6 | 0 | -2
37 | i | -1 | 0 | -2
38 | i | -1 | 0 | -4
39 | i | 5 | -1 | -3
40 | i | -1 | 0 | -2

# (next part)
entry | SMILES | SKN-1 block | PABP1 MLLE inh | FAS TE block | eLon inh | CendR NRP1 mod
41 | CN(C)c1ccc(NC(=O)CN2CCc3ccccc3C2)cc1 | -1 | -12 | -3 | 1 | 1
42 | CCCCN(CC)Cc1c(C)[nH]c2ccccc2c1=O | 16 | 6 | 0 | 2 | 1
43 | CC(C)CN1CCC(C(=O)NCC2CCCO2)CC1 (configuration not stated) | 0 | 2 | -8 | 12 | 0
44 | CCOC(=O)C(C)N1C(=O)S/C(=C/c2cc(C)n(-c3ccncc3)c2C)C1=O (configuration not stated) | 6 | -8 | 9 | -4 | -10
45 | OCCNCC(O)Cn1c2ccccc2c2ccccc21 (configuration not stated) | 7 | -4 | -6 | 2 | -6
46 | COc1ccc(OC)c(/C=N/n2c(COc3ccccc3)n[nH]c2=S)c1 | -4 | -50 | 5 | 5 | 14
47 | CC1Cc2ccccc2N1C(=O)CSc1ncccc1C(=O)O (configuration not stated) | 9 | -4 | -9 | -4 | 6
48 | CNC(=S)NNC(=O)c1sc2cc(C(F)(F)F)cnc2c1-c1ccccn1 | 1 | -52 | -2 | -5 | 23*
49 | O=C(CSc1nnc(CNC(=O)c2ccco2)o1)Nc1ccc(Br)cc1 | -1 | 22 | -9 | 1 | 13
50 | O=C(c1cc2ccccc2o1)N(C1CC1)C1(C(=O)Nc2ccccc2)CCCC1 | 2 | 17 | 15 | 3 | 6
51 | Cn1c(=O)[nH]c(=O)c2cc(C(=O)c3cc(F)ccc3O)cnc21 | 9 | -19 | 5 | -16 | -29
52 | O=C(CN1C(=O)C2CC=CCC2C1=O)Nc1nc2ccccc2s1 (configuration not stated) | 0 | -10 | -5 | 3 | -25

entry | Neddylation inh | Rin1 Abl inh | MT1-MMP act inh | MsrA act
41 | i | -3 | 5 | 1
42 | i | -2 | -4 | -2
43 | i | -3 | -2 | 1
44 | i | -1 | 5 | 0
45 | i | 4 | 0 | 0
46 | i | -1 | 2 | -4
47 | i | 3 | 4 | -2
48 | i | 0 | 0 | -4
49 | i | -2 | 1 | -3
50 | i | 0 | -5 | -5
51 | i | -4 | 0 | -5
52 | i | 5 | 5 | -4
